High-throughput results from PubChem BioAssay.
D3 ag – agonists of human D3 dopamine receptor. P35462. D3R DiscoveRx beta-arrestin cells, luminescence, 90 min. max activation, %. 410,000 compounds, 0.58% hits; in the data active = max activation above about 30%; also: 0% is about no effect; mostly tested at two doses, the higher about 12 µM
Target sequence (P35462 whole entry, looked up): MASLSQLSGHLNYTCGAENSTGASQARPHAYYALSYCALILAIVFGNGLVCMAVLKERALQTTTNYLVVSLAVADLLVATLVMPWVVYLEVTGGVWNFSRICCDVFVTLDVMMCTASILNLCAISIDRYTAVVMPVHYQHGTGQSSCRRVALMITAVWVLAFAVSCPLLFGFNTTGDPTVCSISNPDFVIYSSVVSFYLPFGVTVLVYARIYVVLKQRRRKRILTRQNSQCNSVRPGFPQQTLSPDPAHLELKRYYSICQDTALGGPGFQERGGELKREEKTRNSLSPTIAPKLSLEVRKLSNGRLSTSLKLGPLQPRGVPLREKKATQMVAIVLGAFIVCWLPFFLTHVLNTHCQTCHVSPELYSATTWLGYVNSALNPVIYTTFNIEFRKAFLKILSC
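Agonist-mode cell screen: cells plated at 1500/well and incubated overnight at 37 °C, then exposed to library compounds for 90 min at 37 °C. Detection reagent was added for 30–60 min at room temperature, and luminescence was read.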
HT1080 IDH1KD tx – toxicity to HT-1080 IDH1 knockdown cells (counter line). AID 686971. Potency, µM (series often up to 46.1 µM), without a hit: top-dose activity, negative = toxicity, actives largely listed as cytotoxic. HT-1080 IDH1 knockdown viability, ATP luminescence, 48 h. 360,000 compounds, 2% hits;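 also: potency is read from the fitted curve at half-maximal effect; 0% = DMSO wells and -100% = cell-free medium wells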
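% activity derives from luminescence (CellTiter-Glo), normalised to DMSO and no-cell wells. HT-1080-IDH1KD cells, 750/well, had 48 h compound exposure at 37 °C.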
HT1080-NT tox – kills 2HG-producing HT-1080-NT fibrosarcoma cells | Potency, µM (titrated, usually from 46.1 µM), inactives show at the top dose activity, negative = less viability, actives largely listed as cytotoxic | HT-1080-NT fibrosarcoma viability, CellTiter-Glo ATP luminescence, 48 h | AID 686970 | 360,000 compounds, 1.6% hits;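 also: NT is the 2HG producing partner of a matched IDH1 knockdown line; potency is read from the fitted curve at half-maximal effect; 0% = DMSO-treated cells and -100% = media-only wells without cells; nearly all actives have a fitted effect of over 55% in size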
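Luminescent CellTiter-Glo readout after 48 hours of compound exposure at 37 degrees C defined viability of HT-1080-NT cells. Activity was normalized to DMSO wells and cell-free media wells; concentration-response curves were fitted and assigned curve classes.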
IL1B secr inh – inhibitors of inflammasome signaling (IL-1 beta secretion); THP-1 LPS/ATP IL-1B secretion, AlphaLISA, 16 h; stronger effect = lower value; activity change, % at 57.5 µM; 360,000 compounds, 4.7% hits; in the data active = activity change below about -50%; inconclusive = mostly about -30% to -49%; also: % is scaled to controls: 0 for no effect and ±100 for the full control effect
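Secreted IL-1B measured by AlphaLISA bead assay after 16 h compound exposure of THP-1 cells; compounds (final up to 57.5 uM) added 1 h before LPS (250 ng/mL) and ATP (1.25 mM) stimulation; lower signal means less secretion.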
GLP1R ag – GLP-1 receptor (human) agonism. AID 624172. 380,000 compounds, 0.007% hits. P43220. Potency, µM (top dose mostly 45.6 µM), for the others: top-dose activation, most hits filed as activators. HEK293 GLP-1R CRE-luciferase, luminescence, 4-6 h; cells express a hypersensitive GLP-1R form; also: potency is read from the fitted curve at half-maximal effect; % of control where 0% means no effect
Target sequence (P43220 whole entry, looked up): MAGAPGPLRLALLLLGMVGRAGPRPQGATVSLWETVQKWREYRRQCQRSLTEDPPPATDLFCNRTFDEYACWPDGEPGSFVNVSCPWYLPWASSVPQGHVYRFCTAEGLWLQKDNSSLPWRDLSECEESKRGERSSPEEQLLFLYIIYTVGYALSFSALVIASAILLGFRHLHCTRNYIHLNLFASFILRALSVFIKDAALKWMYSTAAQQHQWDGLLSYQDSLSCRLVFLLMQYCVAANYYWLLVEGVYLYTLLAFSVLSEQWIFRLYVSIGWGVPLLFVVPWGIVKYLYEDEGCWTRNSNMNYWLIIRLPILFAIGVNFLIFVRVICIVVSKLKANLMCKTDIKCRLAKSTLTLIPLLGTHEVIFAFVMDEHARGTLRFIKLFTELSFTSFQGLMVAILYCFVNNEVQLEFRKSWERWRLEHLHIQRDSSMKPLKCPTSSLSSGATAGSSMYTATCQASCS
SW480 rerep – inducers of DNA re-replication in SW480 colon cancer cells | AID 624297 | Potency, µM (doses to about 46.1 µM), without a hit: at the top dose re-replication activation, actives largely listed as activators | 340,000 compounds, 1.8% hits | SW480 DNA re-replication, Hoechst DNA content imaging, 48 h; also: potency is read from the fitted curve at half-maximal effect; % of control where 0% means no effect; nearly all actives have a fitted effect of over 55% in size
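Cells (250 per well) received 23 nL compound or DMSO by pin tool and were kept 48 hr at 37 C, 5% CO2. Nuclei were then stained with Hoechst for 40 min and scanned for DNA content.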
KB-V1 MDR tox – kills drug-selected multidrug resistant KB-V1 cells; KB-V1 MDR cells viability, CellTiter-Glo, 72 h; Potency, µM (series often up to 46.1 µM), for the others: top-dose activity change, negative = cytotoxicity, usual class: cytotoxic; 400,000 compounds, 3.4% hits; also: potency is read from the fitted curve at half-maximal effect; % is scaled to controls: 0 for no effect and ±100 for the full control effect; nearly all actives have a fitted effect of over 60% in size
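Cytotoxicity via CellTiter-Glo luminescence after 72 h compound exposure at 37 degrees C. Cells: drug-selected KB-V1 line, DMEM phenol-red free plus 10% FBS. Compounds tested at multiple concentrations; normalized data fitted to concentration-effect curves.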
KB-3-1 tox – KB-3-1 parental cell cytotoxicity; Potency, µM (highest dose often 46.1 µM), for inactives: top-dose activity change, negative = cytotoxic, hits mostly cytotoxic; KB-3-1 viability, CellTiter-Glo ATP luminescence, 72 h; 400,000 compounds, 1.4% hits; also: potency is read from the fitted curve at half-maximal effect; % is scaled to controls: 0 for no effect and ±100 for the full control effect; nearly all actives have a fitted effect of over 60% in size
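Multi-concentration cytotoxicity screen in KB-3-1 cells grown in DMEM lacking phenol red with 10% FBS. After 72 h at 37 °C with compound, ATP-dependent luminescence was recorded.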
D3 antag – antagonists of human D3 dopamine receptor; max response, negative = inhibition, %; P35462; 360,000 compounds, 2.5% hits; D3R cells, DiscoveRx beta-arrestin luminescence, antagonist mode; stronger effect = lower value; in the data active = max response below about -50%; inconclusive = no clear call, values can overlap the other calls; also: % is scaled to controls: 0 for no effect and ±100 for the full control effect; mostly tested at two doses, the higher about 12 µM
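Cells plated overnight at 1500 cells/well, then exposed to library compounds with dopamine controls for 90 minutes at 37 degrees C. DiscoveRx reagent added for 30–60 minutes at room temperature; luminescence read, quantitative HTS format.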
Starred values were filed as active, the others as inactive; ? = inconclusive; / = no result given; [ ] = another dose, or the depositor's remark. Unless noted, calls follow the shape of the dose curve; as a rule, active = well fitted curve in the direction sought with a large enough effect; inconclusive = small, poorly fitted or top-dose-only effect, or another doubt; inactive = no such curve, though single readings can be large; an effect the other way counts as inactive or inconclusive.

Values in the order: HT1080-NT tox, KB-3-1 tox, HT1080 IDH1KD tx, IL1B secr inh, D3 ag, KB-V1 MDR tox, GLP1R ag, D3 antag, SW480 rerep
> CC(C)OC(=O)c1cccc(C(=O)Oc2ccc(Br)cc2)n1
 : 0%, 18%, -7%, 14, 1, -2%, 0%, -5, 0%
> Cc1nc2ccccn2c1C(=O)c1ccccc1
 : 3%, -6%, 6%, 14, 5, 0%, 21%, -28, -9%
> O=C(CN(Cc1ccc(F)cc1)C(=O)CCC(=O)Nc1nccs1)NCC1CCCO1 (stereo not drawn)
 : 11%, 4%, 10%, 21, -7, 4%, 3%, 7, -11%
> CCOCc1cc(CN2CCC(CCC(=O)NC3CC3)CC2)ccc1OC
 : 0%, 4%, 1%, 3, -3, 21%, 4%, 5, -14%
> COc1ccccc1C(CNC(=O)c1cccc(S(=O)(=O)Nc2ccc(C)cc2)c1)N1CCCC1 (stereo not drawn)
 : -3%, -26%, 1%, ?, -19, -6%, -5%, -9, 3%
> CC[C@H](C)C1NC(=O)[C@H](CC(=O)O)NC(=O)c2cc([N+](=O)[O-])cc(I)c2NCCC(C(N)=O)NC1=O (stereo partly drawn)
 : 2%, 10%, 13%, 0, 4, 0%, -6%, 1, 1%
> O=C(COC(=O)Cc1ccccc1)NCc1ccc2c(c1)OCO2
 : 5%, 2%, 22%, -3, 0, ?, -6%, 17, -2%
> O=C(O)Cn1cc(C(=O)C(F)(F)F)c2ccccc21
 : 0%, -2%, 1%, 31, 5, -19%, -4%, 8, -3%
> CCCN1CCN(C(=O)C2CCCN(c3ncnc4c3nc3n4CCCCC3)C2)CC1 (stereo not drawn)
 : 1%, -3%, 5%, 47, -8, 12%, 8%, -7, -2%
> CC1(Oc2cccc(C#N)c2)CCN(Cc2ccc(-c3ccccn3)cc2)C1 (stereo not drawn)
 : -16%, 0%, -18%, 5, -6, -2%, -1%, -12, /
> COc1ccc(C(=O)N2CCN(c3nnnn3-c3ccccc3)CC2)cc1OC
 : 1%, 8%, 1%, -29, 9, -2%, 0%, 32, -19%
> CSCCC1NC(=O)N(CC(=O)Nc2ccc(-c3ccccc3)cc2)C1=O (stereo not drawn)
 : -7%, -2%, -6%, -9, 2, 0%, 7%, -2, -1%
> Oc1cc(O)c(CN2CCOCC2)cc1CN1CCOCC1
 : 0%, /, 0%, 9, -4, /, -4%, 17, -5%
> Cc1ccc(OCCn2cc(C(=S)N3CCCC3)c3ccccc32)cc1C
 : ?, 5.8µM*, 7.3µM*, -15, 1, 5.2µM*, -3%, -54*, ?
> CCCCCCOc1ccc(N2C(=O)CC(N3CCC(C(=O)OCC)CC3)C2=O)cc1 (stereo not drawn)
 : 7%, 4%, -7%, -18, -13, -12%, 0%, -13, -20%
> COc1ccccc1C(=O)NCC(=O)OCC(=O)N1CC(C)OC(C)C1 (stereo not drawn)
 : 3%, 14%, 12%, 15, 2, 1%, 6%, -16, -1%
> CN(C(=O)c1cccc(NC(=O)Cc2ccc(NC(=O)C3CCCN(C(=O)C4CCC4)C3)cc2)c1)C1CC1 (stereo not drawn)
 : 3%, -24%, 8%, 16, -23, 27%, 5%, 1, 7%[9.22 µM]
> Cc1n[nH]c(=O)nc1N/N=C/c1cccs1
 : ?, -1%, ?, 3, -5, -24%, 11%, -1, ?
> CCN(CC)S(=O)(=O)c1cc(NC(=O)C2=COCCO2)ccc1Cl
 : 8%, 20%, 11%, -2, -6, ?, 5%, 4, -17%
> Cn1c(CNc2ccc(Br)cc2)nc2ccccc21
 : -6%, ?, -3%, ?, -5, 15µM*, 19%, -17, 4%
> CC(=O)OC1CC2(C)C(CCC2(O)C(C)=O)C2CCC3C(Cl)C(=O)CCC3(C)C12 (stereo not drawn)
 : 0%, -20%, -14%, -17, 11, ?, 7%, 13, -2%
> COCC(=O)N(C)c1nnc(-c2ccccn2)s1
 : 16%, 12%, 6%, 0, 2, 47%, -18%, 22, 2%
> OC1CCN(C(=S)NCCc2ccccc2)CC1
 : 1%, -7%, 8%, -11, 2, 12%, 5%, 17, -1%
> C/C(=N\OCC(=O)OCC(=O)N(Cc1ccccc1)C(C)(C)C)c1ccc2c(c1)OCO2
 : -7%, -3%, -1%, 13, 10, ?, -1%, 6, -1%
> CCc1ccc(NC(=O)Cc2cn(C)c3ccccc23)cc1
 : -18%, ?, -6%, -6, -4, 0%, 10%, -3, 1%
> O=C(COC(=O)CNC(=O)c1cc(Cl)cc([N+](=O)[O-])c1)NC(=O)NCc1ccco1
 : 3%, 2%, 2%, 21, 4, 1%, -5%, 12, 1%
> CCCCC(=O)Nc1ccc2c(c1)nc1n2CCN(CCOC)C1
 : 1%, 2%, 19%, 101, 4, 9%, -5%, 22, -14%
> COc1ccc(C(=O)Nn2c(SCc3ccc([N+](=O)[O-])cc3)nc3ccccc3c2=O)cc1
 : -9%, -10%, -5%, ?, -5, 0%, -25%, ?, -7%[9.22 µM]
> COc1ccc(-c2cc(C(=O)Nc3cc(OC)c(OC)c(OC)c3)no2)cc1OC
 : -2%, 26%, -2%, 7, 16, ?, 1%, -2, 0%
> Cc1cc(C)cc(N(C(=O)C2CCCC2)C2C=CS(=O)(=O)C2)c1 (stereo not drawn)
 : 0%, ?, -15%, -3, 8, ?, -2%, 6, -21%

Compounds above that have bromine (two):
Values in the order: HT1080-NT tox, KB-3-1 tox, HT1080 IDH1KD tx, IL1B secr inh, D3 ag, KB-V1 MDR tox, GLP1R ag, D3 antag, SW480 rerep
> CC(C)OC(=O)c1cccc(C(=O)Oc2ccc(Br)cc2)n1
 : 0%, 18%, -7%, 14, 1, -2%, 0%, -5, 0%
> Cn1c(CNc2ccc(Br)cc2)nc2ccccc21
 : -6%, ?, -3%, ?, -5, 15µM*, 19%, -17, 4%

The list continues.
Values in the order: HT1080-NT tox, KB-3-1 tox, HT1080 IDH1KD tx, IL1B secr inh, D3 ag, KB-V1 MDR tox, GLP1R ag, D3 antag, SW480 rerep
> O=C(O)COCC(=O)Nc1ccc(-n2nc(C(F)(F)F)cc2-c2cccs2)cc1
 : 8%, ?, 10%, -25, 1, 18%, 1%, -6, -3%
> O=C(NCC(c1cccs1)N1CCOCC1)C1CCN(S(=O)(=O)c2cc(Cl)ccc2Cl)CC1 (stereo not drawn)
 : 6%, -9%, 4%, -12, 2, 9.2µM*, -17%, 1, -2%
> CCN(CC)Cc1c(O)ccc2c([N+](=O)[O-])c(C)n(-c3ccc(OC)cc3)c12
 : ?, ?, ?, -75*, -24, 16%, -45%[inhibitor], 0, 3%
> C/C(=N\NC(=S)NCc1ccccc1)c1ccco1
 : 8%, -3%, -9%, -10, 6, -2%, -2%, -10, -3%
> CCN(CC)C(=O)CC(c1ccc(N(C)C)cc1)c1c(OC)cc(OC)c2c(-c3ccccc3)cc(=O)oc12 (stereo not drawn)
 : -22%, 0%, -19%, -18, 11, 17%, -6%, -13, 9%
> O=C1c2ccccc2C(O)(c2ccccc2)N1CCc1ccccc1 (stereo not drawn)
 : -5%, -12%, -1%, -6, 1, ?, 21%, -1, 1%
> CN(CC(=O)Nc1cccc(F)c1)C(=O)C1(c2ccccc2)CC1
 : -2%, -3%, 1%, -5, -5, 0%, -5%, -19, ?
> CCn1nnnc1SCC(=O)Nc1nc(C)c(C)s1
 : 7%, 1%, 1%, 4, 1, 2%, -3%, -28, -21%
> CCN(CC)c1nc2c(c(=O)[nH]c(=O)n2C)n1Cc1ccccc1
 : -10%, -7%, -10%, -12, -3, -13%, 13%, -4, ?
> CCC(C)NC(=O)c1ccc(CSCc2ccc(Cl)cc2)o1 (stereo not drawn)
 : 1%, -1%, -5%, -11, 20, -17%, 21%, -5, -2%
> O=C(NC1CCCCC1)NC1CC2CCC(C1)N2C(=S)NCc1ccco1 (stereo not drawn)
 : 4%, 5%, 2%, 7, 9, -5%, -1%, -17, 9%

Whole records, quoted from the list:
O=C(NCC(c1cccs1)N1CCOCC1)C1CCN(S(=O)(=O)c2cc(Cl)ccc2Cl)CC1 (stereo not drawn) across the screens: HT1080-NT tox = 6%; KB-3-1 tox = -9%; HT1080 IDH1KD tx = 4%; IL1B secr inh = -12; D3 ag = 2; KB-V1 MDR tox = 9.2µM*; GLP1R ag = -17%; D3 antag = 1; SW480 rerep = -2%
CCN(CC)c1nc2c(c(=O)[nH]c(=O)n2C)n1Cc1ccccc1 across the screens: HT1080-NT tox = -10%; KB-3-1 tox = -7%; HT1080 IDH1KD tx = -10%; IL1B secr inh = -12; D3 ag = -3; KB-V1 MDR tox = -13%; GLP1R ag = 13%; D3 antag = -4; SW480 rerep = ?
